Screening results: PubChem BioAssay, several laboratories
PKA-R1A activ = activators of PKA-R1A holoenzyme, primary screen, biochemical, fluorescence polarization, Cy5-IP20, bovine R1A, mouse PKAc; cAMP-dependent protein kinase type I-alpha regulatory subunit (Bos taurus) + …; PKA-R1A dissociation; scaled: DMSO 0%, 113 µM cGMP 100%; activation, % at 11.4 µM; 0.083% of 340,000 active; AID 504707, 2011;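 active = percent activation above the mean of all tested compounds plus 3 SD, cut at about 19% in these data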;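 also: higher means more PKAc released from R1A so a rise in polarization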
AddAB inh = growth inhibition of E. coli expressing H. pylori AddAB, primary screen, AddAB inhibitor project, absorbance; 0.29% of 330,000 active; inhibition, % at 11.9 µM; AID 435030, 2010; in the data active = inhibition above about 12%;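 also: 0% = vehicle wells of infected cells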
phage Ecoli inh = growth loss of phage-infected E. coli, primary screen, RecBCD inhibitor project, absorbance, with phage, HTS; inhibition, % at 11.9 µM; 0.26% of 360,000 active; in the data active = inhibition above about 11%
Tat export inh = E. coli Tat export inhibitors, primary screen, MC4100, TorA-mCherry reporter, fluorescence, single point | AID 488895, 2010 | inhibition, % at 10 µM | 0.036% of 340,000 active;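 active = mean replicate inhibition at least 50% and at least half of replicates individually reaching 50%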;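 also: exported cargo escapes ClpAP degradation while cytoplasmic cargo is degraded and loses fluorescence; 0% = median of neutral control wells and 100% = median of NaSCN control wells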
E coli growth = E. coli V3065 growth inhibition, primary screen, counter-screen for AddAB inhibitor project, absorbance, OD600 | 18 h | inhibition, % at 11.9 µM | 0.27% of 330,000 active | AID 449728, 2010;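 active = inhibition above the campaign's mean inhibition across all tested compounds plus 3 SD, cut at about 9.9% in these data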;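 also: uninfected addAB+ strain grown without phage in ampicillin broth; 0% = DMSO wells and 100% = ciprofloxacin 0.95 µg/ml wells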
Arr AP2 block = inhibitors of beta-arrestin/AP2 binding, primary screen, biochemical, GPCR trafficking, flow cytometry | 0.31% of 340,000 active | inhibition, % at 10 µM | AID 504490, 2011 | FITC-arrestin peptide / GST-AP2 beads; AP2 beta2 appendage carries R879A mutation;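 active = inhibition above a set limit, near 3 SD of compounds lacking own fluorescence, cut at about 54% in these data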;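 also: plate controls were DMSO wells for no effect and 5 µM unlabelled arrestin peptide for full effect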
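System: GST-AP2 R879A bound to glutathione beads, E. coli-expressed. Also added: 50 nM FITC-arrestin peptide. Schedule: compound with beads 12 min RT, then probe 1 h RT. Signal: bead flow cytometry, FITC channel. Read-out basis: percent response.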
MOR-DOR ag = agonists of OPRM1-OPRD1 heterodimerization, primary screen, cell-based, luminescence; Mu-type opioid receptor (Homo sapiens) + Delta-type opioid receptor (Homo sapiens), …; cells; activation, % at 9.3 µM; 0.3% of 340,000 active; AID 504326, 2011; in the data active = activation above about 18%;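 also: 0% = vehicle-treated cells and 100% = reference agonist; values of inactives mirror those of a sister screen read the other way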
PfHsp90 set2 = growth inhibition of PfHsp90-expressing yeast, primary screen, antimalarial PfHsp90 inhibitor project, S. cerevisiae, BacTiter-Glo luminescence, single point, set 2. AID 504621, 2011. inhibition, % at 9.4 µM. BacTiter-Glo ATP, 48 h; yeast lacking PDR1 and PDR3 efflux regulators. 0.32% of 310,000 active;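 active = every replicate shows inhibition above about 80%, whatever the replicate mean, limit read from the data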;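 also: 0% = DMSO neutral controls and 100% = 20 µM radicicol positive controls; yeast relying on Plasmodium falciparum Hsp90 in place of its own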
Mot1-301 SUMO = yeast Mot1-301 growth rescue at high temperature, primary screen, SUMOylation pathway inhibitor project, S. cerevisiae, ATP luminescence, 38.5C | S. cerevisiae Mot1-301 growth rescue; percent above DMSO median, 100 means doubled | growth rescue, % at 18.8 µM | 1% of 320,000 active | AID 2716, 2010;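 active = every valid replicate shows activation above 250% relative to neutral control wells; inactive = the rest, any valid replicate at or below 250%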;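 also: OY570 slx delta 5 strain wells were the positive control but not used for scaling; some compounds called inactive have numbers as strong as hits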
DSG3 Ab inh = inhibitors of pemphigus antibody binding to DSG3, primary screen, biochemical, bead-based, flow cytometry, scFv-GFP. binding (percent of control), % at 10 µM. DSG3-coupled beads, scFv-anti-DSG3-GFP binding; active compounds read low. Desmoglein-3 (Homo sapiens), P32926. 0.48% of 310,000 active;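 active = binding more than 3 SD below its plate's average and above zero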;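 also: hits lower antibody fragment binding to DSG3; some compounds called inactive have numbers as strong as hits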
Target sequence (P32926 whole entry, looked up, the tested form may be a part): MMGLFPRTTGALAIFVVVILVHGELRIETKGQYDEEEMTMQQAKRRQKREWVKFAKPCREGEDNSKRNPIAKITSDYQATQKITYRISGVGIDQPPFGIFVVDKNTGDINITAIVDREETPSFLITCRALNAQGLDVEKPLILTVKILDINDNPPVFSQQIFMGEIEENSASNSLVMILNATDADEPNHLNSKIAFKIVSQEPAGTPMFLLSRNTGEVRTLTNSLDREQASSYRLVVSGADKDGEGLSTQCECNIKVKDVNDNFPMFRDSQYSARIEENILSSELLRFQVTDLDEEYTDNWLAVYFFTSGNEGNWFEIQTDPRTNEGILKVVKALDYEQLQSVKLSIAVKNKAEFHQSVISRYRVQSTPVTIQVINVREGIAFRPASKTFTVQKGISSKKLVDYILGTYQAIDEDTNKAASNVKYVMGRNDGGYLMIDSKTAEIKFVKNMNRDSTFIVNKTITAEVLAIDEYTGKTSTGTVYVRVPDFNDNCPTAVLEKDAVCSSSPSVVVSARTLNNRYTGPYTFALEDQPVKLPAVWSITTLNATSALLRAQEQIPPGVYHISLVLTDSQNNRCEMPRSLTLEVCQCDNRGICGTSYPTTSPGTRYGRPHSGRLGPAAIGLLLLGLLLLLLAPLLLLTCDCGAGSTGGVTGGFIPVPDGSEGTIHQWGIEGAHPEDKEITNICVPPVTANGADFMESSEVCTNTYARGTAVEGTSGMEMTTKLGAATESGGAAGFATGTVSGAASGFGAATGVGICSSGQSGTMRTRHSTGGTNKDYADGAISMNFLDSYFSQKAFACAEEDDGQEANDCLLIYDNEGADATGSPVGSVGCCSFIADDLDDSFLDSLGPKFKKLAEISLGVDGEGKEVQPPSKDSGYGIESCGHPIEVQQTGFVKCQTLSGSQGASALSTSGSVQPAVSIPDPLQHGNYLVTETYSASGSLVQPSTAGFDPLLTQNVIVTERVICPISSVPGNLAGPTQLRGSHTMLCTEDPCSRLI
MOR-DOR inv ag = inverse agonists of MOR-DOR heterodimerization, primary screen, cell-based, luminescence. Mu-type opioid receptor (Homo sapiens) + Delta-type opioid receptor (Homo sapiens), …. cell-based MOR-DOR heterodimer luminescence, inverse agonism. inhibition, % at 9.3 µM. 0.21% of 340,000 active; in the data active = inhibition above about 22%, passing the limit was not always enough;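 also: 0% = cells with DMSO and 100% = wells without cells with DMSO; values of inactives mirror those of a sister screen read the other way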
* marks the source's active call; other numbers are inactive results; / = not tested or not shown.

SMILES | PKA-R1A activ | AddAB inh | phage Ecoli inh | Tat export inh | E coli growth | Arr AP2 block | MOR-DOR ag | PfHsp90 set2 | Mot1-301 SUMO | DSG3 Ab inh | MOR-DOR inv ag
Cc1cc(=O)oc(C)c1C(=O)NCc1cccnc1 | 2 | 3.0 | 3.4 | -5 | 0.3 | 21 | -1.0 | -2 | -13 | 100 | 5
COc1ccc(N(CC(=O)Nc2cc(OC)cc(OC)c2)S(=O)(=O)c2c(C)n[nH]c2C)cc1 | -7 | 0.9 | 2.0 | -1 | -1.2 | 9 | -1.5 | 8 | 47 | / | 8
O=C(CNC(=O)N1CC(=O)Nc2ccccc21)Nc1ccc(F)c(Cl)c1 | -8 | 2.6 | 3.5 | -2 | 0.6 | -16 | -1.4 | 16 | 8 | 96 | 7
O=C(NCCc1ccc(Cl)cc1)C1CCC(=O)N1C1CCCC1 (centres undefined) | -9 | 1.8 | 1.4 | 4 | 1.6 | -13 | -1.6 | -6 | 5 | 100 | 9
CCN(CC)CCOc1ccccc1OC | -1 | 3.4 | 2.5 | 0 | 0.4 | 4 | -2.6 | 2 | -7 | 114 | 15
CC(C)Cn1c(N)c(C(=O)CSc2nccn2C)c(=O)n(C)c1=O | -5 | 3.6 | -0.5 | -11 | 2.5 | 5 | 1.8 | 11 | 76 | 98 | -12
Cc1cc(NC(=O)c2cccs2)ccc1NC(=O)Cc1ccccc1 | 4 | 2.8 | 3.3 | 4 | 0.8 | -2 | 0.1 | -22 | 11 | 90 | -1
Cc1ccc(CSc2nnc(-c3cccnc3)o2)cc1 | -3 | 1.9 | / | 1 | -0.4 | -13 | 0.1 | / | 288 | 115 | 0
Cn1c(=O)oc2cc(S(=O)(=O)N3CCN(c4ccccc4F)CC3)ccc21 | -10 | 1.5 | 4.6 | 32 | -2.5 | 2 | -3.8 | -5 | 9 | 118 | 19
CCC1CCCCN1C(=O)c1ccccc1OC1CCN(S(C)(=O)=O)CC1 (centres undefined) | -5 | 1.3 | 1.7 | 4 | 0.0 | 3 | -2.4 | -19 | 389 | 105 | 12
COc1cccc(C2=CC(=O)CC(C)(C)C2)c1OC | -6 | 1.6 | 4.0 | -6 | -1.8 | -8 | -2.4 | -1 | 6 | 97 | 14
CCCOc1cccc(C(=O)NCCNC(=O)c2ccccn2)c1 | 3 | 4.0 | 3.0 | 1 | 1.2 | -7 | -1.3 | 1 | 5 | 96 | 8
CCCSc1ccc([C@H]2N[C@@](C)(C(=O)OC)[C@H]3C(=O)N(CC)C(=O)[C@@H]23)cc1 | 6 | -0.7 | -0.6 | 3 | 0.3 | -14 | 0.1 | 6 | 21 | 106 | -1
CC(C)n1c(C(F)(F)F)nc2cc(C(=O)N3CCCCC3)ccc21 | 5 | -0.2 | 3.2 | -6 | 0.5 | 27 | -1.4 | -4 | -25 | 114 | 7
Cc1ccnc(NS(=O)(=O)c2ccc(CC(C)C)cc2)c1 | 7 | 0.8 | -0.2 | -4 | -1.2 | 9 | -0.9 | -29 | -9 | 101 | 5
CCCNC(=O)c1cc(-c2ccc(OC)cc2)on1 | -2 | 1.3 | 5.2 | -2 | -2.1 | -5 | -1.2 | -4 | -7 | 103 | 7
COc1cc(/C=C2\C(=O)ON=C2c2ccccc2)cc(Cl)c1O | -2 | -1.9 | -0.1 | 0 | 0.1 | 6 | -0.9 | 22 | / | 108 | 4
Cc1cc(C)nc(SCC(=O)NN=C2CCCC2)n1 | -8 | 1.3 | 1.4 | 6 | 2.2 | -6 | 2.0 | 31 | 292 | 105 | -10
NCC[C@H](O)C(=O)N[C@@H]1C[C@H](N)[C@@H](O[C@H]2O[C@H](CN)[C@@H](O)[C@H](O)[C@H]2O)[C@H](O)[C@H]1O[C@H]1O[C@H](CO)[C@@H](O)[C@H](N)[C@H]1O | 11 | / | 100* | 126* | / | 4 | -0.8 | 11 | / | / | 4
NS(=O)(=O)c1ccc(CCNC(=O)C2CCCN(S(=O)(=O)c3cccnc3)C2)cc1 (centres undefined) | -5 | 7.8 | 1.5 | 6 | 0.5 | 1 | -2.0 | -2 | 34 | 107 | 10
Cc1nnc(Sc2nc3c(c(=O)n(C)c(=O)n3C)n2Cc2ccccc2Cl)s1 | 3 | 1.1 | 0.5 | 1 | 1.1 | 24 | -2.8 | -11 | 8 | 99 | 15
C=CCNC(=O)C(=O)NCC(c1ccc2c(c1)OCO2)N1CCOCC1 (centres undefined) | -4 | 2.0 | 0.6 | -2 | 0.1 | -2 | -2.1 | -13 | -18 | / | 11
O=C1CC(N2CCN(c3ccccn3)CC2)C(=O)N1c1ccc(F)cc1 (centres undefined) | / | 1.8 | 2.0 | -1 | -1.5 | -15 | / | 7 | 104 | 101 | /
Cc1ccc(-c2nnc(SCc3ccc(C#N)cc3)n2Cc2ccco2)cc1 | 3 | 0.4 | 1.6 | 10 | -2.2 | 7 | -3.6 | / | 235 | 101 | 18
COc1c(/C=N/NC(=O)c2ccccc2O)c(CCN(C)C(C)=O)cc2c1OCO2 | -6 | 1.6 | 6.6 | -3 | -1.2 | -10 | -0.6 | 8 | 1 | 100 | 3
CN(C)CCNC(=O)c1c(CSc2ccccc2)noc1C(=O)NCc1ccccc1 | -5 | 2.1 | 1.7 | -3 | 0.5 | -4 | -3.2 | -7 | -12 | 96 | 18
COc1ccc(OC)c(NC(=S)N2CCN(Cc3ccccc3)CC2)c1 | 13 | 3.5 | 0.4 | -7 | 0.7 | 7 | -1.2 | 8 | -35 | 106 | 6
Nc1ccc(S(=O)(=O)Nc2cc(Cl)c(N)c(Cl)c2)cc1 | 17 | / | 2.5 | -16 | / | 23 | 0.2 | 2 | / | 95 | -1
CCOP(=O)(OCC)C(Nc1cc(Cl)cc(Cl)c1)c1cccc(O)c1 (centres undefined) | -8 | 4.5 | 0.0 | 2 | 2.3 | 0 | 2.5 | -10 | -10 | 89 | -16
COc1ccc(C2c3[nH]c4ccccc4c3CCN2C(=O)c2cc3ncccn3n2)c(F)c1 (centres undefined) | 6 | 2.1 | 0.8 | 0 | -0.8 | 11 | 1.2 | -6 | 157 | 103 | -6
C[C@@]12CCC3[C@@](CCC4[C@@]3(C)CCC[C@@]4(C)C(=O)NC3CCCCC3)(CC1=O)C2 (some centres undefined) | 6 | 3.0 | 3.2 | 10 | -2.0 | 7 | 0.2 | / | 45 | 104 | -1
CCCCOC(=O)c1ccc(-c2ccc(/C=N/NC(=S)NCC)o2)cc1 | -3 | -0.6 | 3.0 | -5 | 1.2 | 11 | 3.1 | -28 | 94 | 103 | -17
CC(=O)c1cccc(N=Cc2c(O)ccc3ccccc23)c1 | 9 | -3.6 | -1.8 | 7 | -2.3 | -4 | -0.9 | 11 | -20 | 119 | 4
COc1ccc(Oc2cc(C)c3ccccc3n2)cc1 | -5 | 2.1 | 0.5 | 0 | 0.6 | 2 | 2.4 | -1 | -3 | / | -10
COc1ccccc1N(C)S(=O)(=O)c1ccc(C(=O)OCC(=O)c2c[nH]c3ccccc23)cc1 | -8 | 3.0 | 1.6 | -8 | -0.3 | 3 | 4.8 | 13 | -7 | 101 | -26
Cc1cnc(CN2CCc3c([nH]c4ccccc34)C2C2CCCCC2)[nH]1 (centres undefined) | -8 | 3.0 | 5.6 | -5 | 0.2 | 10 | 2.5 | -27 | -8 | 98 | -13
O=C1c2ccccc2C(=O)N1CCCc1nc2ccccc2c(=O)n1Cc1ccco1 | 1 | -0.1 | 1.9 | -2 | -2.7 | -7 | 0.2 | -6 | 1 | / | -1
CC1(C)NC(=O)N(CC(=O)OCC(=O)Nc2cc(S(=O)(=O)N3CCCCCC3)ccc2Cl)C1=O | -4 | 1.7 | 1.3 | -1 | 0.4 | 11 | 0.1 | 24 | -8 | 92 | 0
COC(=O)c1ccc(CN2C(=O)c3ccccc3C2=O)cc1 | -2 | / | 3.1 | -2 | / | -8 | -1.2 | -2 | -6 | 109 | 7
CCC(Oc1ccccc1)C(=O)Nc1ccccc1C(=O)N1CCN(C)CC1 (centres undefined) | -8 | -2.5 | 1.0 | -2 | 0.0 | -1 | -2.7 | 15 | -14 | / | 14
CCc1ccc(NS(=O)(=O)c2c(C)nc3sc(CC)nn3c2=O)cc1 | -7 | 0.6 | 2.4 | 2 | 1.2 | 6 | -2.9 | -18 | -1 | 104 | 15
CCC(=O)NNc1nc2c(C)c(C)ccc2s1 | 11 | 0.3 | 4.6 | 6 | 1.0 | -5 | 0.4 | 17 | -15 | 97 | -2
Cc1ccc(NC(=O)COC(=O)c2ccc3c(c2)OCO3)c(C)c1 | -12 | 2.3 | 2.0 | -5 | -2.1 | 14 | -1.9 | 4 | -19 | 86 | 10
O=C(CCNC(=O)Cn1ccc2ccccc2c1=O)NCCN1CCN(c2cccc(Cl)c2)CC1 | 7 | -0.7 | 0.6 | 2 | -1.9 | -2 | -0.4 | 6 | -2 | 104 | 2
NC(=O)NC1NC(=O)NC1=O (centres undefined) | 1 | 0.8 | 0.4 | -1 | -1.7 | 11 | -0.7 | -15 | 3 | / | 4
Cc1cc(C)nc(N2CCC(C(=O)NNC(=O)c3ccccc3)CC2)n1 | -1 | 2.7 | 4.5 | 0 | 3.1 | 7 | -1.9 | 20 | 14 | 80 | 12
CCOc1cc2c(C#N)c(N3CCCCC3)nc(N)c2c(N)n1 | 12 | -0.1 | 1.5 | 5 | -3.5 | 4 | -0.4 | -5 | -7 | 104 | 2
CCn1c(SCC(=O)NCc2ccccc2)nnc1-c1ccccc1O | 7 | 3.2 | 1.9 | -8 | 0.1 | -7 | -1.0 | -25 | 13 | 100 | 6
CCN(CC)CCn1cnc2c1c(=O)n(CCOC(=O)c1cc(OC)c(OC)c(OC)c1)c(=O)n2C | 2 | 1.7 | 1.1 | -2 | -1.3 | -20 | / | -19 | -1 | / | /
